# Compound activity (PubChem)
# Tb hexokinase = T. brucei hexokinase 1 inhibition; recombinant TbHK1, G6PDH-coupled NADH A340; inhibition, % at 10 µM; hit rate 0.11% among 220,000; AID 1430;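 active = inhibition of 50% or more in the single-dose primary screen; inactive = inhibition below 50%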
# L929 necroptosis = blocks zVAD induced death of L929 cells | L929 zVAD necroptosis rescue, ATP luminescence, 24 h; with zVAD 60 µM | viability rescue, % at 10 µM | hit rate 0.38% among 220,000 | AID 1377;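 active = activation, scaled between plate controls, above about 75%, limit read from the data; inactive = activation under that limit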;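 note: 0% = zVAD with DMSO and 100% = DMSO alone without zVAD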
# MDM2 E3 inh = Mdm2 E3 ligase (human) inhibition | Q00987 | cell-based MDM2 ubiquitination luciferase reporter, 2 h; 0 = plate control, 100 = twice control, blank-subtracted | signal enhancement, % at 5 µM | hit rate 0.11% among 210,000 | AID 1230;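 active = signal enhancement of 30% or more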;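 note: luminescence tracks abundance of the self-degrading MDM2-luciferase fusion protein; higher signal means inhibition of MDM2 E3 ligase activity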
# Target sequence (Q00987 whole entry, looked up, the tested form may be a part): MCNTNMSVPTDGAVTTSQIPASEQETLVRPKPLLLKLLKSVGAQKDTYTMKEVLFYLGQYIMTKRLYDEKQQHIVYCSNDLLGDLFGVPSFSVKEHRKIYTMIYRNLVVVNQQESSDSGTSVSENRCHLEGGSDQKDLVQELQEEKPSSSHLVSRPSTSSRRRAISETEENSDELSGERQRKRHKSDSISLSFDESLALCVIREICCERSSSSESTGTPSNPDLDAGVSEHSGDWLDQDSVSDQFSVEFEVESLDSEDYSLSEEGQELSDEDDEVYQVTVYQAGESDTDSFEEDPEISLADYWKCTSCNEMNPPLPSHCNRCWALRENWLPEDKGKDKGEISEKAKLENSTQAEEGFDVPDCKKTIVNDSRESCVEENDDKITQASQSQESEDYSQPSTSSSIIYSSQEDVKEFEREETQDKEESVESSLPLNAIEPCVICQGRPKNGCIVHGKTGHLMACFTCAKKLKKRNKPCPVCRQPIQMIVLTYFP
#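 System: stable MDM2–luciferase fusion reporter cells / Input: 2000 cells seeded into each well / Schedule: 4 h settle plus 2 h compound, 37 °C / Compound: single-point 5 µM / Buffer or medium: cells held in DMEM / Benchmarks: control and blank well means / Evaluation: percent signal gain over controls, blank-subtracted / Measured by: luciferase luminescence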
# EBV gp42 inh = inhibitors of Epstein-Barr virus glycoprotein 42. Q1HVG2. hit rate 0.42% among 220,000. inhibition, % (tested at 21.74 µM). Fluorescence polarization binding assay, mP read-out; in the data active = inhibition above about 50%
# Runt-SMMHC FRET = Runt domain-CBFb-SMMHC interaction inhibition; hit rate 0.74% among 220,000; Cerulean-Runt/Venus-CBFb-SMMHC FRET ratio 530/480, 1 h; Q01196+Q13951; inhibition, % at 20 µM;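 active = mean inhibition across duplicate retests at 20 µM reaching about 50%, limit read from the data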;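 note: 0% = DMSO wells and 100% = wells with excess untagged CBFb-SMMHC; inhibitors lower the FRET ratio by blocking Runt binding to CBFb-SMMHC; some results filed as inactive read as strong as hits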
# Runt-CBFb FRET = blocks binding of human RUNX1 Runt domain to CBFb. Cerulean-Runt/Venus-CBFb FRET ratio 530/480, 1 h. inhibition, % at 20 µM. hit rate 0.46% among 220,000. AID 1496;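 active = inhibition over about 50% at 20 µM in the single-dose screen, limit read from the data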;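 note: 0% = DMSO wells and 100% = excess unlabeled CBFb competitor control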
#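 Schedule: protein complex preformed 1 h, compound exposure 1 h, room temperature, dark; test system: Cerulean-labeled Runt domain protein; amount: 100 nM per protein; buffer or medium: Tris 50 mM pH 7.5, KCl, K2SO4, 0.01% BSA; read-out: loss of energy transfer signal; detection: FRET fluorescence; controls: 5 µM unlabeled CBFb as full-inhibition high control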
# Hck-Nef inh = inhibitors of human Hck kinase activated by Nef; P08631; Recombinant Hck-YEEI plus Nef, Z-Lyte FRET kinase assay; inhibition, % at 20 µM; hit rate 0.68% among 220,000; AID 463187;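 active = Hck-Nef kinase inhibition above about 50%, limit read from the data; inactive = inhibition below that limit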;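 note: 0% = DMSO with Hck plus Nef and 100% = Hck alone without Nef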
# 14-3-3 Bad PPI = disrupts binding of bovine 14-3-3 zeta to phospho-Bad peptide | hit rate 0.71% among 220,000 | AID 781 | inhibition, % at 21.7 µM | P63103 | TR-FRET 14-3-3zeta/Dy647-pBad peptide displacement, 1 h;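 active = inhibition above about 70%, limit read from the data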;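 note: 0% = full 14-3-3 plus peptide FRET controls and 100% = background without 14-3-3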
# NCF1 inh = inhibitors of human p47phox binding | p47phox/p22phox peptide binding, fluorescence polarization, 2 h | inhibition, % at 24.7 µM | hit rate 0.53% among 220,000 | AID 1274 | P14598;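 active = inhibition above about 30%, limit read from the data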;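 note: 0% = p47phox with labelled peptide and 100% = labelled peptide alone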
# Target sequence (P14598 whole entry, looked up): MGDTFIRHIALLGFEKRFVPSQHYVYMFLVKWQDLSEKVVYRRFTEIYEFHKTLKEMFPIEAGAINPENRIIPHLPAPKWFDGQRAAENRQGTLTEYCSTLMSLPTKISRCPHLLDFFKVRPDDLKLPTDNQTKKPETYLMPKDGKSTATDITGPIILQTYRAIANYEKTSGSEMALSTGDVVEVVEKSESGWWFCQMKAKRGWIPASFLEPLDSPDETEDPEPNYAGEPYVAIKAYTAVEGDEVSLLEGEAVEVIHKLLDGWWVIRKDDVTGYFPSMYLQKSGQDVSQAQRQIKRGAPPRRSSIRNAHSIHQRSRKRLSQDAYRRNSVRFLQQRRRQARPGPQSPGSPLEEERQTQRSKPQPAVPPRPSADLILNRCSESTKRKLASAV
# The depositor's hits bear a star; · = no result given; [ ] = remark or other dose.
SMILES,Tb hexokinase,L929 necroptosis,MDM2 E3 inh,EBV gp42 inh,Runt-SMMHC FRET,Runt-CBFb FRET,Hck-Nef inh,14-3-3 Bad PPI,NCF1 inh
C/C(CC(=O)Nc1cc(Cl)ccc1C)=N\NC(N)=O,-5.1,0.6,-11.8,-11.2,0.4,1.4,1.7,1.6,-2.5
CCC(=O)N1CCN(c2ccc(Cl)cc2NC(=O)Cc2ccccc2)CC1,1.5,-0.3,-21.3,0.3,0.0,-1.5,6.6,6.7,-10.8
O=C(CSc1cccc[n+]1[O-])CSc1cccc[n+]1[O-],-0.1,-0.5,-22.1,-6.0,-1.6,4.4,-0.8,-3.3,-2.6
O=C(N/N=C/c1ccncc1)c1cccc(N/N=C/c2ccncc2)c1,-14.8,2.8,-0.1,0.6,0.7,-2.1,-33.3,11.5,-17.1
C=CCn1c(CCNC(=O)c2ccccc2F)nnc1SCC(=O)Nc1nc2ccccc2s1,-2.6,-0.5,-38.8,9.5,-1.4,1.4,0.9,-9.0,-9.4
N#C/C(=C(/O)Cc1ccccc1)P(=O)(c1ccccc1)c1ccccc1,-7.7,0.4,-5.1,-8.4,-1.2,4.2,16.2,9.6,-7.9
COc1ccccc1NC(=O)C1=C(C)Nc2ncnn2C1c1ccc(C)o1 (stereo not given),-2.8,0.0,-8.2,-9.7,-1.8,-0.6,-0.2,0.2,-18.6
C=CCC1(O)C(=O)N2C(=C1C(=O)N1CCOCC1)c1ccccc1CC2(C)C (stereo not given),-9.4,0.0,-9.9,-1.8,1.8,1.4,-25.5,2.1,6.0
Cc1ccc(-n2c(C)nnc2SCC(=O)NNC(=O)c2ccco2)cc1,-2.8,5.2,-17.0,5.6,-4.6,-1.4,7.2,-0.2,-5.7
CC(C)=CCN1CCN(Cc2c(C)nn(C)c2Cl)CC1CCO (stereo not given),1.7,1.8,-6.0,1.1,·,·,24.9,0.9,1.9
CCOc1ccc2[nH]c(=O)c(CN(Cc3ccccc3)C(=O)N3CCCC3)cc2c1,2.8,0.1,2.1,-13.9,1.0,-3.2,-1.4,3.0,7.2
Cc1cc(C(=O)NCc2nc(-c3ccccc3)no2)ccc1[N+](=O)[O-],8.7,0.7,-5.7,-2.4,1.2,0.1,-0.4,0.4,-1.6

# An excerpt from above in order of number of heavy atoms, descending.
SMILES,Tb hexokinase,L929 necroptosis,MDM2 E3 inh,EBV gp42 inh,Runt-SMMHC FRET,Runt-CBFb FRET,Hck-Nef inh,14-3-3 Bad PPI,NCF1 inh
C=CCn1c(CCNC(=O)c2ccccc2F)nnc1SCC(=O)Nc1nc2ccccc2s1,-2.6,-0.5,-38.8,9.5,-1.4,1.4,0.9,-9.0,-9.4
CCOc1ccc2[nH]c(=O)c(CN(Cc3ccccc3)C(=O)N3CCCC3)cc2c1,2.8,0.1,2.1,-13.9,1.0,-3.2,-1.4,3.0,7.2
C=CCC1(O)C(=O)N2C(=C1C(=O)N1CCOCC1)c1ccccc1CC2(C)C (stereo not given),-9.4,0.0,-9.9,-1.8,1.8,1.4,-25.5,2.1,6.0
COc1ccccc1NC(=O)C1=C(C)Nc2ncnn2C1c1ccc(C)o1 (stereo not given),-2.8,0.0,-8.2,-9.7,-1.8,-0.6,-0.2,0.2,-18.6
Cc1ccc(-n2c(C)nnc2SCC(=O)NNC(=O)c2ccco2)cc1,-2.8,5.2,-17.0,5.6,-4.6,-1.4,7.2,-0.2,-5.7
Cc1cc(C(=O)NCc2nc(-c3ccccc3)no2)ccc1[N+](=O)[O-],8.7,0.7,-5.7,-2.4,1.2,0.1,-0.4,0.4,-1.6
CC(C)=CCN1CCN(Cc2c(C)nn(C)c2Cl)CC1CCO (stereo not given),1.7,1.8,-6.0,1.1,·,·,24.9,0.9,1.9
O=C(CSc1cccc[n+]1[O-])CSc1cccc[n+]1[O-],-0.1,-0.5,-22.1,-6.0,-1.6,4.4,-0.8,-3.3,-2.6
C/C(CC(=O)Nc1cc(Cl)ccc1C)=N\NC(N)=O,-5.1,0.6,-11.8,-11.2,0.4,1.4,1.7,1.6,-2.5

# (more compounds)
SMILES,Tb hexokinase,L929 necroptosis,MDM2 E3 inh,EBV gp42 inh,Runt-SMMHC FRET,Runt-CBFb FRET,Hck-Nef inh,14-3-3 Bad PPI,NCF1 inh
Cc1cccc(-n2ncc3c(NC(C)C)ncnc32)c1,1.9,11.6,-50.7,12.1,2.7,-0.2,0.9,1.0,-3.3
CCOC1(OCC)N=C(N)C2(C#N)C(c3cccc(OC)c3OC)C12C#N (stereo not given),-3.3,-0.1,2.0,-5.7,-5.4,-3.2,0.5,4.6,-3.9
O=C(Nn1c(-c2ccncc2)nc2ccccc2c1=O)c1ccc([N+](=O)[O-])cc1Cl,-5.5,1.3,1.2,-0.2,-1.4,-1.2,0.0,2.8,-7.7
CCOc1ccc(NC(=O)CCNc2c(N3CCCC3)c(=O)c2=O)cc1,-6.1,0.1,9.0,-21.3,0.0,0.5,-0.6,-11.8,-6.7
Cc1ccc(SCCc2ccc(C)nc2)cc1,4.0,-0.1,-10.1,-11.2,0.4,-1.6,0.0,-6.2[fluorescence artefact?],-24.9
NC(=O)c1c(N)sc2c1CCCCC2,-9.1,0.0,-2.4,-9.3,21.3,21.3,1.3,·,-7.3
CCCNC(=S)NC1CC2CCCC(C1)N2CC(C)C (stereo not given),1.6,0.1,-0.3,-23.1,-1.2,1.1,-0.4,27.8,-7.9
CCN(CC)S(=O)(=O)c1cccc(C(=O)NCC(=O)OCC(=O)NCc2ccccc2)c1,-6.9,2.2,-12.8,8.9,2.7,-4.3,0.2,1.9,-22.4
CC(=O)n1nc(-c2ccccc2)nc1NCc1cccs1,-2.7,85.8*,6.5,-4.2,2.2,-3.2,17.9,-5.0,-0.5
O=C(COC(=O)c1cc(Cl)cc(Cl)c1)NCCN1C(=O)CSC1=O,-3.1,0.0,-11.8,-4.0,-0.5,-0.3,0.1,-7.8,-9.2
Cc1nc2ccccc2nc1OCc1ccc([N+](=O)[O-])cc1,-5.0,0.6,-18.9,-2.4,-9.1,1.4,-6.1,-2.1,-7.0
CN1CCN(CC(=O)N2CCn3c4c(c5cc(C6CCCCC6)ccc53)CCCC42)CC1 (stereo not given),-14.1,-0.4,-12.8,-17.3,-11.3,2.0,3.5,58.0,31.4*
COc1ccc(CNC(=O)/C=C/c2ccc(S(=O)(=O)N3CCOCC3)cc2)cc1,4.8,1.8,-8.5,5.4,2.9,-0.7,19.1,-4.1,-10.4
CCOc1ccccc1N1CCN(C(=O)CCCN2C(=O)c3cccc4cccc(c34)C2=O)CC1,-27.7,0.6,-10.0,6.1,-3.8,-6.2,1.2,4.8,0.4
O=C(N/N=C\c1ccc(OC(=O)c2cccs2)cc1)c1ccc(Cl)cc1,-0.8,-0.1,7.9,-25.7,-8.7,3.3,5.2,35.6,12.1
COCc1cc(=O)[nH]c(SCCS(=O)(=O)c2ccc(Cl)cc2Cl)n1,-2.8,0.7,-12.5,-7.7,1.7,14.8,13.4,-12.9,-10.3
Clc1ccc(OCCCCCN2CCCC2)c(Br)c1,8.1,0.6,-2.8,-14.3,3.6,-1.2,2.6,19.2,4.6
C=CCN1C(=O)N(c2ccc(F)cc2)C(=O)C1CC(=O)Nc1ccc(Cl)cc1 (stereo not given),-0.6,1.3,-9.4,-3.9,-0.4,-1.2,12.8,-1.0,-5.7
Cc1cc(C)cc(NC(=S)NCCCN2CCOCC2)c1,-5.9,-0.2,4.0,-1.8,4.8,-0.2,3.5,-6.2,-2.6
CCOC(=O)N/N=C/c1cn(Cc2ccc(Cl)cc2)c2ccccc12,-10.0,1.2,-7.6,-8.1,-2.8,0.8,3.9,1.0,11.8
CCN(CC(=O)Nc1ccc2c(c1)OCCO2)CC(=O)Nc1cc(C)on1,-3.5,1.2,1.0,-3.4,-1.2,-1.1,1.3,-5.5,7.5
Cc1nc2c(C)cccc2cc1C(=O)N/N=C/c1ccc(C(=O)O)cc1,0.2,0.9,2.8,5.1,-8.7,-2.3,21.7,87.4*,-7.7
O=C(CCC1CCCC1)N1CCN(C(=O)c2ccco2)CC1,4.3,0.7,-8.7,-9.7,-4.2,-2.0,0.5,-2.3,2.3
O=C(O)c1ccc2c(c1)nnn2C1CCCCC1,23.9,0.5,-11.9,-16.0,-0.1,-2.0,-0.3,-5.8[fluorescence artefact?],-3.1
Cc1cccc(OCC(=O)Nc2nonc2NC(=O)COc2cccc(C)c2)c1,-1.5,-0.1,-14.2,-18.3,·,·,10.7,25.4,-6.9
CC(=O)N=c1sc2c3ccccc3ccc2n1C,-17.5,0.3,-29.1,-23.1,-0.2,-0.2,0.3,11.6,-5.7
CN(C)CCn1nnc2c(=O)oc3ccccc3c21,-2.8,6.6,1.0,-16.9,-0.3,2.2,21.1,-2.5,-5.7
COc1ccc(-c2nnco2)cc1OC,-4.8,0.2,-9.8,-11.2,0.7,-3.4,1.1,-2.0,-8.2
Cc1[nH]c2ccccc2c1/C=N/NC(=O)c1cc(-c2cccs2)[nH]n1,-3.3,65.1,-8.6,-1.7,-0.3,-0.4,20.3,-4.5[fluorescence artefact?],-73.3
CCNC(=O)C(=O)c1c(-c2ccccc2)[nH]c2ccccc12,-14.7,-2.0,-13.4,-2.0,-2.3,-0.8,9.8,7.9,-5.2
O=C(NCCOc1ccccc1)c1ccc2c(c1)OCO2,-0.7,0.7,-76.8,-4.1,1.6,1.8,-0.7,6.8,-7.1
Cc1c(C)n(C(=O)CSc2nncn2C)c2ccccc12,-8.0,0.6,-16.4,-1.2,-0.2,-2.4,0.0,1.9[fluorescence artefact?],5.5
COc1ccc2cc(-c3csc(-c4cccnc4)n3)ccc2c1,-4.8,0.2,-18.8,0.2,1.3,-4.2,45.8,41.0,6.3
Nc1cc(N)nc(SCC(=O)Nc2ccc3c(c2)OCCCO3)n1,4.7,-0.2,-11.9,-12.6,-1.0,1.0,-1.3,-5.8,-0.8
O=c1oc(-c2ccccc2)nc2ccsc12,-10.7,0.5,-4.4,-13.4,1.0,0.0,0.6,-6.5,-15.0
CCN1CCCC1CN(Cc1cc2ccc(C)c(C)c2[nH]c1=O)C(=O)Nc1ccccc1OC (stereo not given),-15.8,-0.6,-0.4,-4.5,-1.9,0.3,0.3,4.2,12.2
CCSc1nnc(Cc2cc(=O)[nH]c(=O)[nH]2)n1-c1ccc(F)cc1,3.7,2.0,-5.3,-3.7,1.4,-1.5,2.0,6.8,-11.1
CCOc1ccc(N2C(=O)C3C4C=CC(CC4)C3C2=O)c([N+](=O)[O-])c1 (stereo not given),-0.9,0.1,0.6,-12.8,1.2,1.4,2.3,1.7,7.3

# Two compounds from above, reduced to EBV gp42 inh.
SMILES,EBV gp42 inh
CCN(CC(=O)Nc1ccc2c(c1)OCCO2)CC(=O)Nc1cc(C)on1,-3.4
COCc1cc(=O)[nH]c(SCCS(=O)(=O)c2ccc(Cl)cc2Cl)n1,-7.7
